# Source: PubChem
# KCNH2 WT inh – KCNH2 (human, wildtype) channel inhibition | activity change, % at 1.84 µM | hit rate 0.37% among 340,000 | AID 720551 | U2OS, BacMam KCNH2, thallium flux FluxOr; active compounds read low | Q12809;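 active means maximum activity change below -70%; inconclusive means maximum activity change between -70% and -50%; inactive means maximum activity change above -50%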; further: on the % scale 0 is the no-effect control and ±100 the full control effect
#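 U2OS cells were transduced with wild-type KCNH2 virus (2.03 x 10^8 / mL) for 4 h at room temperature, then cultured overnight at 37 C. Thallium flux was read with FluxOr dye. Rate constants were normalized to DMSO controls.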
# AT treatment – potential ataxia-telangiectasia treatment | […] A-T fibroblasts, KAP-1 phosphorylation AlphaLISA; neocarzinostatin DNA damage 30 min before lysis | Potency, µM (highest dose often 57.5 µM), for the others: at the highest dose activation, actives largely listed as activators | hit rate 0.19% among 320,000 | AID 485349; further: potency means the concentration at half of the fitted maximal effect; % of control where 0% means no effect; nearly all actives have a fitted effect of over 45% in size
#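 hTERT-immortalized A-T patient fibroblasts ([…]), 500 cells/well in OPTI-MEM, 1% FBS, got compounds for 60 min, then NCS for 30 min at 37C. Lysates were then assayed for phospho-KAP-1 by AlphaLISA (anti-pKAP1 donor, anti-KAP1 acceptor beads), 6 hr at 25C.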
# Tb PFK inh – blocks T. brucei phosphofructokinase. O15648. T. brucei PFK, ADP-Glo luminescence. Potency, µM (top dose mostly 57.5 µM), inactives show at the highest dose activity, negative = inhibition, hits mostly inhibitors. hit rate 0.17% among 330,000. AID 485367;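 further: potency means the concentration at half of the fitted maximal effect; 0% = uninhibited 1x PFK enzyme wells and -100% = no-enzyme wells; nearly all actives have a fitted effect of over 60% in size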
#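 Activity is normalized to no-enzyme wells (full inhibition) and 1.25 nM enzyme wells (no inhibition). Reaction: 0.5 mM F6P, 0.1 mM ATP, 45 min RT, ADP-Glo luminescence; concentration-response curves fitted and classed by quality.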
# FBPA coupling cs – coupling enzyme interference in Giardia aldolase counter-screen; coupling enzyme system counterscreen, AmpLite Red fluorescence; activity change, negative = inhibition, % at 58.2 µM, hits read low; hit rate 0.67% among 290,000; AID 2472; in the data active means activity change below about -30%; further: on the % scale 0 is the no-effect control and ±100 the full control effect
#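 First, compound is pin-transferred into glyceraldehyde-3-phosphate coupling-enzyme reagent at 57.5 uM final and held 10 min at RT. Next, substrate, coupling system and AmpLite Red are added. After 20 min RT, fluorescence (525/598 nm) is read.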
# TCR activator – activates T cell receptor signaling; primary human leukocytes, anti-CD3, IL-2 HTRF, 48 h; Potency, µM (top dose mostly 9.22 µM), without a hit: at the highest dose activation of IL-2 secretion, usual class: activators; 330,000 tested, under 10 active; further: % of control where 0% means no effect
#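 IL-2 produced over 48 hr by a-CD3 bead-stimulated primary human leukocytes exposed to compounds was detected with a homogeneous time-resolved FRET immunoassay, 665nm acceptor signal after 320nm excitation.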
# BCR signal inh – inhibitors of chronic active B-cell receptor signaling. Potency, µM (series often up to 46.1 µM), inactives show at the highest dose ratio change, negative = lower green/red ratio, most hits filed as inhibitors. hit rate 0.05% among 340,000. ABC-DLBCL IkBa-CBG/CBR reporter, luminescence ratio, 4 h; active means well fitted inhibition curve with a large enough effect in the signal ratio, with a control signal flat, not every such curve was filed as active; inconclusive means small, poorly fitted or top-dose-only effect, or effect the other way, or a change in a side signal; the % refers to the signal ratio;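 further: potency means the concentration at half of the fitted maximal effect; plate controls were basal doxycycline-induced cells for no effect and cells given 10 µM MG132 for full effect; MG132 reads +100%, hits lower the ratio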
#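 TMD8 ABC-DLBCL cells carrying doxycycline-inducible green luciferase fused to IkappaBalpha plus unfused red luciferase were exposed to compounds (up to 46 uM) for 4 hrs at 37C. Activity came from the overlap-corrected green/red luminescence ratio.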
# Giardia killer – kills Giardia lamblia | Giardia lamblia trophozoite viability | activity change, % at 7.66 µM, hits read low | hit rate 0.15% among 340,000 | AID 540267; in the data active means activity change below about -80%; inconclusive means between about -30% and that limit;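 further: parasites exposed to compound for two days anaerobically before the ATP read; on the % scale 0 is the no-effect control and ±100 the full control effect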
#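 ATP-content bioluminescence gauges trophozoite survival. Cells (100/well) receive compound and incubate anaerobically for 48 hrs at 37 deg C; detection reagent follows for 15-30 min at room temperature.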
# TSHR antag – antagonists of human thyroid stimulating hormone receptor; hit rate 0.2% among 330,000; TSHR-expressing cells, TSH-stimulated cAMP HTRF, 2 h; active compounds read low; activity change, negative = inhibition, % at 11.5 µM; P16473;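 active means activity change below a set negative limit, meaning inhibition stronger than a set level, cut at about -70% in these data; inconclusive means activity change between two set negative limits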; further: on the % scale 0 is the no-effect control and ±100 the full control effect
# Target sequence (P16473 whole entry, looked up): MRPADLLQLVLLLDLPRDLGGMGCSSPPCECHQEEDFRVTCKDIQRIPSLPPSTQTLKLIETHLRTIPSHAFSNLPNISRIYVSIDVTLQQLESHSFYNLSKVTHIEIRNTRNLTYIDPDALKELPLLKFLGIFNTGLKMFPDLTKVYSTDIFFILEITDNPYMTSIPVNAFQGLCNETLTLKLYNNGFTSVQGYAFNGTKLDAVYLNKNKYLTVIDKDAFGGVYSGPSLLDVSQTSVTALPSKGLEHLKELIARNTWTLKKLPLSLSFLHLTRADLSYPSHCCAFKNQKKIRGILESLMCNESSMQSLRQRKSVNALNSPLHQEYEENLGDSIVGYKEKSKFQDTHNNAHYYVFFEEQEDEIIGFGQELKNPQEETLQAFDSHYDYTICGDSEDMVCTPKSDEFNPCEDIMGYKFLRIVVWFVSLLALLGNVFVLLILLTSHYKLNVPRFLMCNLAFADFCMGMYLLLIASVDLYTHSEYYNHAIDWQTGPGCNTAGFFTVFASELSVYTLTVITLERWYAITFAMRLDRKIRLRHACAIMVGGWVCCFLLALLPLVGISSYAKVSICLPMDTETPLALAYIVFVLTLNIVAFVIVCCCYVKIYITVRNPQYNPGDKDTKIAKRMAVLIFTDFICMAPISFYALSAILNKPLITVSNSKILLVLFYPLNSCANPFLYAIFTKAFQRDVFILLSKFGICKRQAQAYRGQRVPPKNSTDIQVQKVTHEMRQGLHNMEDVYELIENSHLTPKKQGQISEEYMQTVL
#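 Antagonism was scored as loss of TSH-driven cAMP in TSHR cells, stimulated with 4nM TSH (EC80) for 2 hours at 37 deg C and detected by homogeneous HTRF competition immunoassay.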
# GALK inh – blocks human galactokinase activity. P51570. Purified GALK, Kinase-Glo residual ATP luminescence. Potency, µM (series often up to 57.5 µM), for the others: at the top dose activity change, negative = inhibition, hits mostly inhibitors. hit rate 0.007% among 270,000; further: potency means the concentration at half of the fitted maximal effect; on the % scale 0 is the no-effect control and ±100 the full control effect
#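 Kinase-Glo Plus luminescence measured ATP left after a 1 h room-temperature reaction. The reaction used 5 nM GALK, 100 uM galactose and 35 uM ATP at pH 8.0 (20 mM HEPES, 5 mM MgCl2, 60 mM NaCl, 1 mM DTT, 0.01% BSA).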
# MLL CXXC-DNA inh – blocks binding of human MLL CXXC domain to DNA. Potency, µM (top dose mostly 115 µM), inactives show at the highest dose activity change, negative = inhibition, usual class: inhibitors. MLL-CXXC / FITC-HOXA9 DNA fluorescence polarization. Q03164. hit rate 0.037% among 290,000; active means well fitted inhibition curve with a large enough effect in the polarisation, with a control signal flat, not every such curve was filed as active; inconclusive means small, poorly fitted or top-dose-only effect, or effect the other way, or a change in a side signal; inactive means no such curve, though single readings can be large or run the other way; the % refers to the polarisation; further: potency means the concentration at half of the fitted maximal effect
#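 Steps: dispense CXXC domain solution (7 uM) → pin compounds or unlabeled HOX-A9 DNA control → 5 min ambient → add FLSN-HOX-A9 solution (50 nM) → spin → 30 min ambient → fluorescence polarization. Tris pH 7.5/NaCl/DTT/BSA buffer.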
# Active calls of the source: *; ? = inconclusive; · = no result given; & = joins results of further samples; [ ] = dose if it differs, or a comment. Unless noted, the call rests on the fitted dose curve; in most records, active means well fitted curve in the direction sought with a large enough effect; inconclusive means small, poorly fitted or top-dose-only effect, or another doubt; inactive means no such curve, though single readings can be large; an effect the other way counts as inactive or inconclusive. Rows are unselected. About 1.6% of those tested had a hit in this group.
no.	molecule	KCNH2 WT inh	Giardia killer	TSHR antag	Tb PFK inh	GALK inh
1	CCOC(=O)c1c(N)sc2c(NC(C)=O)cccc12	-4	-3	-7	3%	0%
2	Cc1[nH]n(-c2ccccc2)c(=O)c1N=Nc1ccc(C(N)=O)cc1	4	2	-8	0%	3%
3	Cc1ccc(S(=O)(=O)CCC(=O)OCC(=O)c2cc(C)n(C)c2C)cc1	13	8	6	1%	·
4	C=CCN(CC=C)Cc1nc(N)nc(Nc2ccccc2C)n1	-17	4	-5	2%	-3%
5	Cc1oc(/N=C/c2ccc(F)cc2)c(C#N)c1C	-3	28	-1	0%	-3%
6	CN(C)C(=S)Nc1cccc(C(F)(F)F)c1	-1	?	0	0%	-1%
7	CCOCCCNc1nc2c(c(=O)n(C)c(=O)n2C)n1CCCc1ccccc1	-2	5	-7	-5%	2%
8	Cc1cc(C)nc(N2CCN(c3nc(C)cc(C)n3)CC2)n1	·	·	-3	0%	13%
9	O=C(CC1(CC(=O)N2CCOCC2)CCCC1)Nc1ccc(F)cc1	-4	8	10	3%	·
10	Cc1c(C(=O)N2CCCC2)oc2c1-c1[nH]ncc1CC2	-8	2	4	4%	·
11	COC(=O)c1cc2sccc2n1CC(=O)Nc1cc(OC)cc(OC)c1	-16	-19	19	0%	-2%
12	Cc1cc(F)ccc1S(=O)(=O)N1CCCOC1CNC(=O)C(=O)NCCCN1CCOCC1 (stereo not drawn)	-2	-1	4	2%	6%

no.	BCR signal inh	FBPA coupling cs	AT treatment	MLL CXXC-DNA inh	TCR activator
1	?	3	0%	1%	4%
2	-1%	2	1%	-22%	0%
3	-1%	·	0%	·	-1%
4	0%	0	6%	-3%	-2%
5	-1%	2	3%	1%	·
6	?	2	-1%	-9%	0%
7	2%	0	6%	5%	4%
8	0%	1	1%	-8%	·
9	-5%	·	12%	·	4%[46.1 µM]
10	0%	-49*	-2%	-2%	-6%
11	?	1	1%	22%	-2%
12	4%	·	14%	-2%	2%

# (more compounds)
no.	molecule	KCNH2 WT inh	Giardia killer	TSHR antag	Tb PFK inh	GALK inh
13	CNC(=O)COc1ccccc1C(=O)Nc1ccc2c(c1)oc1ccccc12	0	29	-12	-5%	3%
14	CCCCOC(=O)c1nnc(-c2ccc(Cl)cc2)o1	-1	5	-10	4%	-1%
15	CN(C)c1ccc(/C=C(\NC(=O)c2ccccc2)C(=O)NCc2cccnc2)cc1	-1	18	-15	2%	-2%
16	CCN1CCN(CCCNC(=O)c2cn(CCOC)c(=O)c3c2c2ccccc2n3C)CC1	33	-23	3	0%	1%
17	O=C(OC1CCOC1=O)c1ccc(-c2nc3ccccc3s2)s1 (stereo not drawn)	7	0	-10	0%	2%
18	CC(C)c1ccc(/C=C/C(=O)NCCC2=CCCCC2)cc1	-4	1	-43	0%	0%
19	COc1ccc2nc(NC(C)=O)sc2c1	-6	-20	-8	2%	-1%
20	COc1ccc2c(c1)nc(SCC(=O)C(C)(C)C)n2C	-31	1	0	-4%	3%
21	CC(C)Cn1c(N)c(C(=O)CSc2ncccn2)c(=O)n(C)c1=O	-8	6	-10	0%	·
22	COc1ccc(S(=O)(=O)NCc2cccnc2)cc1OC	0	22	5	-2%	6%
23	Cc1ccc(NC(=O)Cn2c([N+](=O)[O-])cnc2C)cc1Cl	-1	-22	-2	0%	2%
24	CCC(=O)c1ccc(OCC(=O)Nc2ccccc2N2CCOCC2)cc1	-1	-12	-11	0%	·

no.	BCR signal inh	FBPA coupling cs	AT treatment	MLL CXXC-DNA inh	TCR activator
13	?	-6	·	2%	-2%
14	-12%	1	1%	-13%	-1%
15	7%	0	-3%	4%	-1%
16	4%	2	9%	-1%	2%
17	?	1	4%	-6%	-9%
18	?	0	3%	4%	0%[46.1 µM]
19	-13%	0	6%	3%	0%
20	0%	2	-1%	2%	-1%
21	7%	·	-10%	·	-2%
22	-3%	-1	1%	5%	1%
23	-5%	4	6%	1%	-4%
24	-1%	·	2%	·	1%

# Going on with the list.
no.	molecule	KCNH2 WT inh	Giardia killer	TSHR antag	Tb PFK inh	GALK inh
25	CC(=O)NC(=S)Nc1ccccc1F	-4	7	7	-3%	1%
26	O=C(COc1ccc2cc(Br)ccc2c1)N1CCOCC1	-3	8	·	0%	·
27	CC(C)(C)OC(=O)NCCCCCNC(=O)c1[nH]cnc1C(=O)N[C@@H](CCCCNC(=O)OC(C)(C)C)C(=O)OC(C)(C)C	-3	3	-5	4%	-2%
28	COc1ccc(/C=C/c2nnc(NC(=O)CSc3ccc(C)cc3)s2)cc1	1	-8&9	-15	2%	1%
29	CCOc1cnn(-c2ccccc2)c(=O)c1Cl	-3	4	-4	1%	2%
30	Cc1ccc(S(=O)(=O)N(C)c2ccc(C(=O)Nc3ccccc3C(=O)N3CCOCC3)cc2)cc1	0	16	22	-3%	-2%
31	c1ccc(N2CCN(Cc3cn4cccnc4n3)CC2)cc1	7	13	10	-7%	1%
32	COc1cc(C(=O)NCC(=O)OCC(=O)N2CCc3ccccc32)cc(OC)c1OC	36	-5	1	-6%	0%
33	COc1cc(NC(=O)CSc2nc3ccccc3cc2C)c(C(=O)O)cc1OC	-10	16	5	-1%	0%
34	S=c1nc(-c2cc(Cl)ccc2Cl)[nH][nH]1	1	4	0	-20%	11%
35	CCn1cc(CNC(=O)c2cc(COc3ccc(F)cc3Cl)on2)cn1	-4	-22	-10	5%	-1%
36	Cc1ccc(N(CC(=O)NC2CCCC2)C(=O)CNC(=O)c2cccs2)c(C)c1	0	-14	-5	4%	0%

no.	BCR signal inh	FBPA coupling cs	AT treatment	MLL CXXC-DNA inh	TCR activator
25	?	1	-5%	-6%	8%
26	?	·	7%	·	-2%
27	-2%	-14	-7%	24%	-3%
28	?	4	1%	9%	3%
29	?	0	-25%	-4%	0%
30	2%	·	-4%	-2%	-3%
31	0%	3	6%	1%	0%
32	8%	-2	1%	8%	-8%
33	-3%	2	1%	5%	0%[46.1 µM]
34	?	1	-2%	-2%	0%
35	-10%	-3	9%	2%	5%
36	1%	1	-2%	2%	2%

# Arranged by number of heavy atoms (low to high): 5 of the compounds above.
no.	molecule	KCNH2 WT inh	Giardia killer	TSHR antag	Tb PFK inh	GALK inh
34	S=c1nc(-c2cc(Cl)ccc2Cl)[nH][nH]1	1	4	0	-20%	11%
29	CCOc1cnn(-c2ccccc2)c(=O)c1Cl	-3	4	-4	1%	2%
26	O=C(COc1ccc2cc(Br)ccc2c1)N1CCOCC1	-3	8	·	0%	·
33	COc1cc(NC(=O)CSc2nc3ccccc3cc2C)c(C(=O)O)cc1OC	-10	16	5	-1%	0%
27	CC(C)(C)OC(=O)NCCCCCNC(=O)c1[nH]cnc1C(=O)N[C@@H](CCCCNC(=O)OC(C)(C)C)C(=O)OC(C)(C)C	-3	3	-5	4%	-2%

no.	BCR signal inh	FBPA coupling cs	AT treatment	MLL CXXC-DNA inh	TCR activator
34	?	1	-2%	-2%	0%
29	?	0	-25%	-4%	0%
26	?	·	7%	·	-2%
33	-3%	2	1%	5%	0%[46.1 µM]
27	-2%	-14	-7%	24%	-3%

# (next part)
no.	molecule	KCNH2 WT inh	Giardia killer	TSHR antag	Tb PFK inh	GALK inh
37	COc1cc(C(C)=O)ccc1OCC(O)CN1CCN(c2c(C)cccc2C)CC1 (stereo not drawn)	21	16	-17	-1%	-2%
38	Cn1c(=O)c2c(Nc3ccc(F)cc3)cc(=O)n(-c3ccccc3)c2n(C)c1=O	-1	2	-2	0%	5%
39	CCCCn1c(=S)[nH]c2c(oc3ccc(Cl)cc32)c1=O	·	·	-2	1%	-2%
40	OC(CCN1CCOCC1)(c1ccc(Cl)cc1)C1CCCCC1 (stereo not drawn)	3	0	22	-1%	1%
41	O=C(CCN1C(=O)c2ccccc2C1=O)Nc1ccc(-c2cn3ccsc3n2)cc1	-15	-10	-2	-3%	1%
42	CCN1C(=O)[C@H]2[C@H]3CN=C(SCc4ccccc4)N3[C@@](Cc3ccccc3)(C(=O)OC)[C@H]2C1=O	17	?	52	-9%	·
43	CCC(=O)N1CCN(c2ccnc3cc(Cl)ccc23)CC1	8	12	-3	-3%	-2%
44	O=C(CNc1ccccc1)N/N=C/c1ccc2c(c1)OCCO2	17	2	-4	-7%	0%

no.	BCR signal inh	FBPA coupling cs	AT treatment	MLL CXXC-DNA inh	TCR activator
37	-9%	-2	-3%	13%	4%
38	-7%	6	0%	-1%	-6%
39	?	2	-1%	9%	-11%[46.1 µM]
40	-2%	5	35%	7%	-1%
41	8%	0	-3%	-3%	-5%
42	?	·	-1%	·	4%[46.1 µM]
43	0%	0	-7%	-2%	1%
44	6%	3	-3%	10%	4%[46.1 µM]
